Assay outcomes from PubChem.
RmlCD inh 1536 – M. tuberculosis RmlC/RmlD inhibition | 160,000 compounds, 0.03% hits | P9WH09+P9WH11 | RmlC+RmlD coupled enzyme assay, percent inhibition; primary screen in compound mixtures | inhibition, % at 3.6 µM; in the data active = inhibition mostly above about 34%, no sharp cut-off; note: some results filed as inactive read as strong as hits
Target sequence (P9WH09 whole entry, looked up): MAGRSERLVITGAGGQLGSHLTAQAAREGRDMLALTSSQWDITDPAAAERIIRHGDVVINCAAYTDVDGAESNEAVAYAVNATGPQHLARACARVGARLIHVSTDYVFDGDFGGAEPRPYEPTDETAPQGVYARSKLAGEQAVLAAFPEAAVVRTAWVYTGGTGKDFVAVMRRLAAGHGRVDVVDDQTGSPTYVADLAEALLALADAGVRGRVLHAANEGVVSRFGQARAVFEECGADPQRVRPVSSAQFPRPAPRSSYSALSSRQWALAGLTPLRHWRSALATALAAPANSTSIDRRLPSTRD
Target sequence (P9WH11 whole entry, looked up): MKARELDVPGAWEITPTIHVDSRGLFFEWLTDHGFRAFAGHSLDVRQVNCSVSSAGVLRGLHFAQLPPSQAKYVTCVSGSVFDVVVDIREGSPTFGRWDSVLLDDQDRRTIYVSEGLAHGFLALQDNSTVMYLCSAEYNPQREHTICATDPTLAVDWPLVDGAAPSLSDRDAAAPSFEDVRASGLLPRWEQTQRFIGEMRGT
M. tuberculosis GlmU – inhibition of mycobacterial GlmU enzyme – biochemical, glucosamine-1-phosphate acetyltransferase (AID 1376) | inhibition, %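 (tested at 30 µM in the primary screen)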, or IC50 in µM where a hit was titrated | 220,000 compounds, 0.25% hits | M. tuberculosis GlmU acetyltransferase enzyme assay; higher % means a stronger effect; in the data active = inhibition above about 13%;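 note: 0% = complete reaction with vehicle and 100% = reaction without substrate; strong numbers were not always called active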
* marks the source's active call; other numbers are inactive results; . = no result given. Only part of the results is shown. The share of hits here may be higher or lower than overall.

Values run as follows: M. tuberculosis GlmU	RmlCD inh 1536
#1 CCCCNC(=O)Nc1nnc(C(C)(C)C)s1
    -2.0%	-8
#2 Cc1cccc2c1N(C)C(=O)C2=O
    -8.1%	-4
#3 S=C(Nc1cccc(Cl)c1)Nc1ccc2cn[nH]c2c1
    4.3%	.
#4 CC(=NCCN1CCCCC1)c1c(O)n(Cc2ccccc2)c(=O)[nH]c1=O
    0.0%	.
#5 CCNc1cc2n(c(=O)n1)CCc1cc(OC)c(OC)cc1-2
    -4.3%	6
#6 CCC/C(=N/NC(=O)c1ccc2c(c1)OCO2)c1cccs1
    -4.3%	-1
#7 C[C@@H]1C[C@H]2[C@@H]3CCC4=CC(=O)C=C[C@]4(C)[C@@]3(F)[C@@H](O)C[C@]2(C)[C@H]1C(=O)CO
    -3.0%	.
#8 CN/S(=N/S(=O)(=O)c1ccccc1)c1ccc(C)cc1 (stereo not drawn)
    1.9%	-3
#9 COc1ccc2nc(-c3ccccc3)[nH]c2c1
    -6.7%	5
#10 Cc1nnc(N(CCC#N)CCC#N)s1
    1.8%	1
#11 O=C(NC12CC3CC(CC(C3)C1)C2)N1CCN(C(=O)C2CCCO2)CC1 (stereo not drawn)
    0.6%	3
#12 Cc1ccc(S(=O)(=O)N/N=C2\C(=O)C3(C)CCC2C3(C)C)cc1 (stereo not drawn)
    4.1%	8
#13 CCCc1nc2c(C)cc(-c3nc4ccccc4n3C)cc2n1Cc1ccc(-c2ccccc2C(=O)O)cc1
    7.4%	-13
#14 NNC(=O)c1ccc(NS(=O)(=O)c2ccc(Br)cc2)cc1
    -3.8%	3
#15 Cc1cc(Nc2n[nH]c(N)c2C#N)ccc1F
    2.0%	-7
#16 CSc1cccc(NC(=O)CSc2nnc(C)s2)c1
    7.2%	8
#17 O=[N+]([O-])c1ccc2oc(-c3cccc(O)c3)nc2c1
    1.5%	.
#18 O=C(Cc1cc(=O)[nH]c(=O)[nH]1)N1CCC(Cc2ccccc2)CC1
    2.0%	.
#19 Cc1nc(NCCc2ccc(S(N)(=O)=O)cc2)c2c(C)c(C)sc2n1
    -5.5%	9
#20 COc1ccc(N2C(=O)C3C4C=CC(C5CC45)C3C2=O)c([N+](=O)[O-])c1 (stereo not drawn)
    -5.1%	.
#21 CN=C1CC(SC)=C1c1ccc(C)cc1
    0.6%	6
#22 N#CC1=C(N)OC2=C(C(=O)CCC2)C1C1C=CCCC1 (stereo not drawn)
    -1.7%	9
#23 CCN(CCCNC(=O)CSc1cc(=O)n(C)c2cc(Cl)ccc12)Cc1ccccc1
    7.0%	10
#24 O=C(Nc1ccc(SC(F)F)cc1)C12CCC(CC1)C2
    -0.2%	1
#25 CC1(C)CC2CC(C)(CN2C(=O)CCCN2C(=O)c3ccccc3C2=O)C1 (stereo not drawn)
    6.6%	7
#26 CCOC(=O)c1ccc(NC(=O)CN(Cc2ccc(Cl)cc2)S(C)(=O)=O)cc1
    -2.0%	3
#27 COc1cccc(-c2onc3ccc(C4(C)OCCO4)cc23)c1
    3.4%	21
#28 O=C(CC1Sc2ccccc2NC1=O)Nc1cccc(C(=O)O)c1 (stereo not drawn)
    -2.2%	.
#29 Cc1nc(-c2cccc(S(=O)(=O)N3CCCC(C)C3)c2)cs1 (stereo not drawn)
    -3.3%	.
#30 CC(C)COc1nc2ccccc2nc1C(C#N)C(=O)NC1CCCCC1 (stereo not drawn)
    1.8%	.
#31 CC(C)(C)c1csc(NNC(=O)c2ccc(Br)cc2)n1
    2.6%	-11
#32 O=C(NNC(=O)c1ccccc1-n1cccc1)c1cccc(Cl)c1
    0.3%	.
#33 COc1ccc(-c2nc(-c3ccccc3)[nH]c(=O)c2C#N)cc1
    0.8%	-14
#34 COc1ccc(S(=O)(=O)NC(C)C(=O)Nc2cccc([N+](=O)[O-])c2)cc1 (stereo not drawn)
    -1.6%	.
#35 COc1cc(C(=O)N(Cc2cc3ccccc3[nH]c2=O)CC2CCCO2)cc(OC)c1OC (stereo not drawn)
    3.5%	.
#36 CCN(Cc1ccccc1)C(=O)COC(=O)CNS(=O)(=O)c1ccc(C)cc1
    -4.8%	-7
#37 CCCCC(=O)Nc1cccc(-c2nn3c(C)nnc3s2)c1
    -1.1%	-11
#38 COc1ccccc1CC(=O)NN1C(=O)c2ccccc2C1=O
    -4.9%	.
#39 C=CCn1c(SCCOc2ccc(OC)cc2)nnc1C(NC(=O)c1ccc(OC)cc1)C(C)C (stereo not drawn)
    -1.1%	4
#40 COc1ccc(C)cc1S(=O)(=O)N1CCN(c2cccc(C(F)(F)F)c2)CC1
    -3.0%	-6
#41 CNC(=O)c1c(C)[nH]c(=S)c(C#N)c1-c1ccco1
    .	8
#42 O=C(O)COc1cccc(NC(=O)C2CCCO2)c1 (stereo not drawn)
    -3.6%	1
#43 CN1CCN(NC(=O)COc2cccc(C(F)(F)F)c2)CC1
    0.0%	.
#44 CNC(=S)Nc1ccc([N+](=O)[O-])cc1C
    2.9%	4
#45 Cc1ccc(C(=O)Nc2ccc(C(=O)O)cc2)cc1S(=O)(=O)NCc1ccccc1
    -0.6%	8
#46 CCOC(=O)CNC(=O)c1c2c(nc3ccccc13)CCCC2
    -4.0%	7
#47 S=C1NCN(Cc2cccnc2)CN1
    -1.3%	44
#48 Cc1ccc(S(=O)(=O)c2c(N)n(CC3CCOC3)c3nc4ccccc4nc23)cc1 (stereo not drawn)
    -2.6%	.
#49 COCC(=O)N1CCC(n2nnc3cc(C(F)(F)F)ccc32)CC1
    5.6%	-4
#50 O=C(COC(=O)c1cccs1)c1ccc2c(c1)OCCO2
    -1.7%	28
#51 O=C1CC(N2CCCN(C3CC(=O)N(c4ccc(F)cc4)C3=O)CC2)C(=O)N1c1ccc(F)cc1 (stereo not drawn)
    0.1%	-5
#52 O=S(=O)(O)CCN1CCOCC1
    7.9%	.
#53 Cc1c(C(=O)c2ccc(F)cc2)c2ccccn2c1CCc1ccccn1
    -2.9%	6
#54 O=C(O)c1cc([N+](=O)[O-])ccc1NCc1ccccc1
    -0.7%	.
#55 O=C1NN=C(c2ccccc2)CC1c1ccc(Cl)cc1Cl (stereo not drawn)
    -0.4%	7
#56 C/C(=N\NC(N)=O)c1c(O)n(C)c(=O)n(C)c1=O
    -7.7%	19
#57 O=C(CSc1cc(Cl)ccc1Cl)NCC(=O)Nc1ccc(F)c(F)c1F
    -3.9%	.
#58 S=C(NNc1ccc2ccccc2c1)NC1CCCCC1
    5.2%	0
#59 CCC(C(=O)Nc1ccccc1C(=O)N1CCOCC1)N1C(=O)c2ccccc2C1=O (stereo not drawn)
    -0.5%	.
#60 Cn1cnnc1SCc1ccccc1[N+](=O)[O-]
    -2.4%	0

(next part)
Values run as follows: M. tuberculosis GlmU	RmlCD inh 1536
#61 CCOc1ccc(-c2nn(-c3ccccc3)cc2/C=C2\SC(N)=NC2=O)cc1C
    3.0%	16
#62 CC(=O)N=c1sc2ccccc2n1C
    -1.3%	.
#63 Cc1cc(/C=C2\C(=O)NC(=O)N(c3ccc(Br)cc3)C2=O)c(C)n1C
    2.8%	.
#64 COc1ccc(C(=O)CC2OC(=O)c3c2ccc(OC)c3OC)cc1 (stereo not drawn)
    -3.0%	.
#65 CC(Oc1ccccc1)C(=O)N1CCC2(CC1)Oc1ccc(F)cc1C(=O)C21CC(c2ccccc2)=NO1 (stereo not drawn)
    0.7%	.
#66 CN(CCc1cnn(C)c1)Cc1nc(Cc2ccccc2)no1
    -3.1%	.
#67 Cc1sc2ncnc(N=Nc3c(O)[nH]c4ccccc34)c2c1C
    -2.0%	8
#68 S=c1[nH]nc(-c2cc(-c3ccco3)[nH]n2)n1-c1ccccc1
    3.5%	.
#69 Cc1ccc[n+](CC2OCc3ccccc3CO2)c1
    5.0%	.
#70 CCn1nc(C(=O)OCC(=O)c2c[nH]c3ccccc23)c2ccccc2c1=O
    -2.4%	7
#71 CCOC(=O)Cn1cnc2c(cnn2-c2ccc(Cl)cc2)c1=O
    0.2%	-2
#72 CCC(=O)OCCNc1cc(SCCC(=O)OC)c2nonc2c1[N+](=O)[O-]
    1.0%	.
#73 CC(=O)C1=C(O)C(=O)N(CCc2c[nH]c3ccccc23)C1c1ccc(O)cc1 (stereo not drawn)
    0.9%	.
#74 Cc1ccccc1Nc1nc(N)c2ccccc2n1
    -3.9%	1
#75 O=C(NCCNc1ccc([N+](=O)[O-])cc1C(F)(F)F)c1ccc(F)cc1
    -0.8%	3
#76 COc1ccccc1OCCC(=O)OCC(=O)NC(C)c1ccccc1 (stereo not drawn)
    -2.0%	-2
#77 CC(C)CC(NC(=O)COc1ccccc1)C(=O)O (stereo not drawn)
    .	96
#78 CCOc1cc(/C=N/NC(=O)c2ccncc2)ccc1OC(=O)c1ccc([N+](=O)[O-])cc1
    1.7%	.
#79 Cc1cc2c(cc1S(=O)(=O)N1CCc3ccccc31)NC(=O)CO2
    -7.8%	-5
#80 CCCCNC(=O)NNC(=O)COc1cc(C)cc(C)c1
    0.9%	18
#81 CS(=O)(=O)NCCSc1nnnn1-c1ccccc1
    1.1%	-4
#82 COc1cc(/C=C/C(=O)N2CCN(CC(O)COc3ccccc3)CC2)cc(OC)c1OC (stereo not drawn)
    -2.1%	.
#83 COc1ccc(CC(=O)Nc2cc(=O)n(C)c(=O)n2C)cc1OC
    -0.3%	-19
#84 CC1(C)CC(=O)C(C=NCC2CCN(C(=O)Cc3ccccc3)CC2)=C(O)C1
    1.0%	-5
#85 Cn1c(=O)c2cc(S(=O)(=O)NC(Cc3ccccc3)C(=O)NCC3CCCO3)ccc2n(C)c1=O (stereo not drawn)
    -3.2%	-8
#86 COc1ccc(-c2nc(C#N)c(NCc3ccccc3Cl)o2)cc1
    -0.2%	8
#87 O=C(CSc1nnc(-c2ccco2)o1)NC1CCCCC1
    -1.0%	-6
#88 COCCN1C(=O)c2ccccc2C(C(=O)N2CCN(c3ccccc3)CC2)C1c1ccc(F)cc1 (stereo not drawn)
    2.0%	-4
#89 CCN(CC)c1ccc(/C=N/N2CCN(Cc3ccccc3Cl)CC2)c(O)c1
    14%*	6
#90 CCOc1ccc(N(CC(=O)Nc2ccc(F)c(F)c2)S(=O)(=O)c2c(C)noc2C)cc1
    2.6%	5

Brought forward from above: seven entries, followed by the next part.
Values run as follows: M. tuberculosis GlmU	RmlCD inh 1536
#84 CC1(C)CC(=O)C(C=NCC2CCN(C(=O)Cc3ccccc3)CC2)=C(O)C1
    1.0%	-5
#85 Cn1c(=O)c2cc(S(=O)(=O)NC(Cc3ccccc3)C(=O)NCC3CCCO3)ccc2n(C)c1=O (stereo not drawn)
    -3.2%	-8
#86 COc1ccc(-c2nc(C#N)c(NCc3ccccc3Cl)o2)cc1
    -0.2%	8
#87 O=C(CSc1nnc(-c2ccco2)o1)NC1CCCCC1
    -1.0%	-6
#88 COCCN1C(=O)c2ccccc2C(C(=O)N2CCN(c3ccccc3)CC2)C1c1ccc(F)cc1 (stereo not drawn)
    2.0%	-4
#89 CCN(CC)c1ccc(/C=N/N2CCN(Cc3ccccc3Cl)CC2)c(O)c1
    14%*	6
#90 CCOc1ccc(N(CC(=O)Nc2ccc(F)c(F)c2)S(=O)(=O)c2c(C)noc2C)cc1
    2.6%	5
#91 Cn1nnnc1SCC(=O)N(C1CCCCC1)C1CCS(=O)(=O)C1 (stereo not drawn)
    1.9%	-10
#92 CC(C)n1c(NCc2ccc(Cl)cc2)nc2ccccc21
    -3.4%	9
#93 CC(C)COc1ccc(C(=O)N2C(=O)c3ccc(N)cc3C2=O)cc1
    -0.9%	43
#94 CCOC(=O)C1C(=O)NC(c2ccccc2)=NC1c1cccc(Br)c1 (stereo not drawn)
    -1.0%	8
#95 Cc1cccc(Oc2ccc(Cl)cc2N)c1
    -4.8%	13
#96 Cc1ccc(S(=O)(=O)N2CCc3ccccc3C2CC(=O)O)cc1 (stereo not drawn)
    -1.1%	15
#97 N/C(=N\OC(=O)c1ccc(Cl)c(Cl)c1)c1cccc(CSc2ccccn2)c1
    2.5%	-8
#98 Cc1cccc(-c2noc(CNC(=O)Nc3ccc(F)cc3)n2)c1
    -6.5%	5
#99 COc1ccc(C(OC(=O)c2ccco2)C(=O)NCc2ccco2)cc1 (stereo not drawn)
    -5.2%	-4
#100 N#Cc1cnc(NN)nc1
    -6.0%	4
#101 Cc1cc(O)c2c(c1)C(O)(C1OC(CO)C(O)C(O)C1O)c1cccc(O)c1C2=O (stereo not drawn)
    2.6%	.
#102 COc1ccc(CCNC(=O)C2CCN(S(=O)(=O)N3CCC4(CC3)OCCO4)CC2)cc1OC
    2.5%	7
#103 Cc1ccc2nc3c(nc2c1C)C(O)=C3O
    2.7%	6
#104 Cc1ccccc1C(=O)NC(=S)NC1CCSC1=O (stereo not drawn)
    -0.4%	-9
#105 S=C1NCN(Cc2ccco2)CN1CCc1ccccc1
    8.0%	4
#106 NC(=O)NC(=O)C[n+]1cccc(/C=N/O)c1
    4.4%	-10
#107 CCCc1n(CC)c2ccccc2[n+]1CC(O)COC1CCCCC1 (stereo not drawn)
    1.5%	3
#108 Cc1ccc(C)c(NC(=O)c2c(Cl)nc3ccccn23)c1
    3.5%	-13
#109 COc1ccccc1NC(=O)c1sc2nc(Cc3ccccc3)cc(C(F)(F)F)c2c1N
    10%	.
#110 CNC(=O)c1ccsc1NC(=O)c1ccccc1
    0.7%	.
#111 O=C(Nc1ccccc1)c1cccc(S(=O)(=O)Oc2ccc([N+](=O)[O-])cc2)c1
    1.2%	5

Some of the entries so far, in transposed form.
100. N#Cc1cnc(NN)nc1
101. Cc1cc(O)c2c(c1)C(O)(C1OC(CO)C(O)C(O)C1O)c1cccc(O)c1C2=O (stereo not drawn)
102. COc1ccc(CCNC(=O)C2CCN(S(=O)(=O)N3CCC4(CC3)OCCO4)CC2)cc1OC
Assay by compound | 100 | 101 | 102
M. tuberculosis GlmU | -6.0% | 2.6% | 2.5%
RmlCD inh 1536 | 4 | . | 7
